Screening results as filed in PubChem BioAssay.
RTF Ca sens inh: cardiac RTF calcium desensitization. IANBD-labeled cardiac RTF, Ca2+ fluorescence. inhibition, % at 7.15 µM. 340,000 tested, 0.12% active. AID 493244;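 active = inhibition above the mean inhibition of all tested compounds plus 3 SD, cut at about 17% in these data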;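 also: assay run at fixed EC70 calcium of 1.6 mM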
V-ATPase pH: alters yeast V-ATPase proton transport | S. cerevisiae, pHLuorin cytosolic pH fluorescence | response, % at 10 µM | 350,000 tested, 0.37% active | AID 504577; in the data active = response mostly above about 7.3%, no sharp cut-off; inactive = mostly below about 5.4%; also: actives read high; inactives centre near 0; some compounds called inactive have numbers as strong as hits; reference of the scale not given here
DAGLB inhibitor: diacylglycerol lipase beta (human) inhibition; inhibition, % at 5.17 µM; AID 504411; Q8NCG7; 340,000 tested, 0.059% active; HEK293T DAGLB membrane lysate, EnzChek fluorogenic substrate; in the data active = inhibition above about 34%;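 also: 0% = enzyme with vehicle and 100% = wells lacking enzyme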
Target sequence (Q8NCG7 whole entry, looked up): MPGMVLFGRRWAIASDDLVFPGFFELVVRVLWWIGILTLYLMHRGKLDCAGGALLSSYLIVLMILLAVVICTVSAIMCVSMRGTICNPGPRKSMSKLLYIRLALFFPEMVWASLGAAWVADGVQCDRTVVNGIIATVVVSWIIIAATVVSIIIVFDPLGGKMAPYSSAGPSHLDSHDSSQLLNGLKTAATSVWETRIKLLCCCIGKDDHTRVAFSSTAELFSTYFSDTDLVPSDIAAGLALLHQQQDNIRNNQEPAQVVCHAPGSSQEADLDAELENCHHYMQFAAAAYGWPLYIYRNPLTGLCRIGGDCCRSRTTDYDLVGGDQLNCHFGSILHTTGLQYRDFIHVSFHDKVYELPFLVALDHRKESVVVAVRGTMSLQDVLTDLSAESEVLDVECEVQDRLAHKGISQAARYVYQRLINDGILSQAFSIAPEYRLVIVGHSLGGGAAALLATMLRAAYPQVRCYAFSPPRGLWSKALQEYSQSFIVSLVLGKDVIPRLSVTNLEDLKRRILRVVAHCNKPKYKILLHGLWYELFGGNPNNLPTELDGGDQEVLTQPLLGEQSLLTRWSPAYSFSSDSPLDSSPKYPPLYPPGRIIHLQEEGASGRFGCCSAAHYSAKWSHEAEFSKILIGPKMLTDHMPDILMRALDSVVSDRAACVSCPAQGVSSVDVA
Keap1-Nrf2 PPI: inhibitors of human Keap1-Nrf2 protein-protein interaction; inhibition, % at 9.4 µM; Q14145; 340,000 tested, 0.15% active; Keap1 Kelch-Nrf2 peptide fluorescence polarization, 1536-well; AID 504523; in the data active = inhibition above about 12%;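 also: human Keap1 Kelch domain with fluorescein labeled Nrf2 9mer peptide probe; 0% = neutral control wells and 100% = peptide positive control; higher means more block of Keap1 binding to Nrf2 peptide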
CAL PDZ FP-1: blocks peptide binding to the human CAL PDZ domain | purified CAL PDZ, TMR-peptide fluorescence polarization, 1 h | 300,000 tested, 0.92% active | AID 602252 | Q9HD26 | inhibition, % at 24.9 µM;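 active = mean inhibition of at least 30% with at least half of replicates also reaching 30%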;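 also: 0% = DMSO neutral control and 100% = excess unlabeled competitor peptide PRC23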
NSD2 inh: inhibitors of human histone methyltransferase NSD2; inhibition, % at 12.5 µM; NSD2 peptide methylation, AlphaScreen, 120 min; 310,000 tested, 0.54% active; O96028; in the data active = inhibition above about 50%
DSG3 Ab inh: human desmoglein-3 autoantibody binding inhibition; P32926; DSG3-coupled beads, scFv-anti-DSG3-GFP binding, flow cytometry; active compounds read low; binding (percent of control), % at 10 µM; 310,000 tested, 0.48% active; AID 588358;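 active = binding more than 3 SD below its plate's average and above zero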;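 also: hits lower antibody fragment binding to DSG3; some compounds called inactive have numbers as strong as hits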
Arrestin-AP2 inh: blocks beta-arrestin peptide binding to AP2 adaptin | FITC-arrestin peptide / GST-AP2 beads, flow cytometry; AP2 beta2 appendage carries R879A mutation | inhibition, % at 10 µM | 340,000 tested, 0.31% active | AID 504490;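 active = inhibition above a set limit, near 3 SD of compounds lacking own fluorescence, cut at about 54% in these data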;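 also: plate controls were DMSO wells for no effect and 5 µM unlabelled arrestin peptide for full effect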
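System: GST-AP2 R879A bound to glutathione beads, E. coli-expressed. Also added: 50 nM FITC-arrestin peptide. Schedule: compound with beads 12 min RT, then probe 1 h RT. Signal: bead flow cytometry, FITC channel. Read-out basis: percent response.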
CAL PDZ FP-2: blocks peptide binding to human CAL PDZ domain; 330,000 tested, 0.02% active; AID 504414; inhibition, % at 20 µM; purified CAL PDZ, TMR-peptide fluorescence polarization, 1 h;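 active = highest replicate inhibition of at least 40%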;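 also: plate controls were DMSO neutral control wells for no effect and unlabeled competitor peptide control wells for full effect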
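material = purified tagged CAL PDZ domain construct (CerCALP) | compound dosing = 20 µM, one dose | times = 1 h at RT | measured by = fluorescence polarization from S- and P-plane intensities, G-factor corrected | read-out = inhibition from polarization loss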
C-LANA FP: KSHV C-LANA DNA binding inhibition. 340,000 tested, 0.078% active. AID 504423. inhibition, % at 9 µM. MBP-C-LANA/FAM-LBS DNA binding, fluorescence polarization;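 active = highest replicate inhibition at or above 60% at 9 µM, even if other replicates fall short; inactive = all replicates below 60% inhibition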;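 also: 0% = neutral control wells and 100% = 4 µM acridine orange control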
* = called active by the depositor.

Screening COc1ccccc1CNC(=O)CN1C(=O)NC(C)(c2ccc(C(C)(C)C)cc2)C1=O (configuration not stated) returned RTF Ca sens inh -1, V-ATPase pH -3, DAGLB inhibitor -2, Keap1-Nrf2 PPI -3, CAL PDZ FP-1 -7, NSD2 inh 0, DSG3 Ab inh 93, Arrestin-AP2 inh -4, CAL PDZ FP-2 -1.2 and C-LANA FP -1.2.
For O=C(NC1CCN(S(=O)(=O)c2cccc(F)c2)CC1)c1ccc(F)cc1 the results were RTF Ca sens inh -5, V-ATPase pH -1, DAGLB inhibitor -2, Keap1-Nrf2 PPI 1, CAL PDZ FP-1 -3, NSD2 inh -5, DSG3 Ab inh 91, Arrestin-AP2 inh 4, CAL PDZ FP-2 -0.6 and C-LANA FP 1.5.
COc1ccc(-c2csc(=Nc3ccccc3)n2CCO)cc1 was read as RTF Ca sens inh -3, V-ATPase pH -1, DAGLB inhibitor -1, Keap1-Nrf2 PPI 5, NSD2 inh 15, DSG3 Ab inh 112, Arrestin-AP2 inh 4, CAL PDZ FP-2 -0.3 and C-LANA FP 1.6.
Screening Cc1ccc(Cn2nnc3c(=O)n(Cc4ccccc4C)cnc32)cc1 returned RTF Ca sens inh -7, V-ATPase pH -4, DAGLB inhibitor -3, Keap1-Nrf2 PPI -1, CAL PDZ FP-1 1, DSG3 Ab inh 76, Arrestin-AP2 inh 4, CAL PDZ FP-2 -1.8 and C-LANA FP 1.1.
COc1ccc(Br)c(C(=O)OCC(=O)Nc2cc(C)on2)c1 was read as V-ATPase pH 0, DAGLB inhibitor 1, NSD2 inh -2 and DSG3 Ab inh 104.
`CCOC(=O)c1sc(NC(=O)C2CCCCC2)nc1C` gave RTF Ca sens inh -4, V-ATPase pH 7, DAGLB inhibitor -6, Keap1-Nrf2 PPI -4, CAL PDZ FP-1 3, NSD2 inh 4, DSG3 Ab inh 114, Arrestin-AP2 inh -12, CAL PDZ FP-2 -2.5 and C-LANA FP -0.3.
CC(=O)N1CCN(c2ccc(NC(=O)c3ccc(C(C)(C)C)cc3)cc2)CC1 was read as RTF Ca sens inh 3, V-ATPase pH 0, DAGLB inhibitor 5, Keap1-Nrf2 PPI 0, CAL PDZ FP-1 -2, NSD2 inh 6, DSG3 Ab inh 96, Arrestin-AP2 inh -3, CAL PDZ FP-2 -1.7 and C-LANA FP -1.0.
For CCOc1cc(/C=N/NC(=O)CCn2nnc3ccccc32)ccc1O the results were RTF Ca sens inh -20, V-ATPase pH -1, DAGLB inhibitor -4, Keap1-Nrf2 PPI -2, CAL PDZ FP-1 -6, NSD2 inh 9, DSG3 Ab inh 102, Arrestin-AP2 inh 7, CAL PDZ FP-2 -2.2 and C-LANA FP -0.2.
For CN(CCCNC(=O)C1CCC(=O)N1Cc1ccc(F)cc1)c1ccccc1 (configuration not stated) the results were RTF Ca sens inh -8, V-ATPase pH 1, DAGLB inhibitor -2, Keap1-Nrf2 PPI -4, DSG3 Ab inh 98, Arrestin-AP2 inh -5, CAL PDZ FP-2 1.0 and C-LANA FP 0.2.
For CSCCC(NC(=O)c1ccco1)C(=O)N(C)CC(=O)Nc1c(Cl)cccc1Cl (configuration not stated) the results were RTF Ca sens inh -9, V-ATPase pH 6, DAGLB inhibitor 1, Keap1-Nrf2 PPI -1, NSD2 inh -2, DSG3 Ab inh 105, Arrestin-AP2 inh 23, CAL PDZ FP-2 0.3 and C-LANA FP 0.9.
O=C(c1cc(-c2cccc(Cl)c2)on1)N1CCOCC1 was read as RTF Ca sens inh 7, V-ATPase pH 1, DAGLB inhibitor -3, Keap1-Nrf2 PPI -4, CAL PDZ FP-1 -4, NSD2 inh -3, DSG3 Ab inh 98, Arrestin-AP2 inh 0, CAL PDZ FP-2 -2.7 and C-LANA FP -1.0.
COc1ccccc1NC(=O)CNS(=O)(=O)c1ccccc1 was read as RTF Ca sens inh -1, V-ATPase pH 1, DAGLB inhibitor -1, Keap1-Nrf2 PPI -2, CAL PDZ FP-1 -4, NSD2 inh -2, Arrestin-AP2 inh 5, CAL PDZ FP-2 -1.4 and C-LANA FP -2.8.
For Cc1cc(Br)ccc1OCCNCc1ccccc1 the results were RTF Ca sens inh 11, V-ATPase pH -2, DAGLB inhibitor -9, Keap1-Nrf2 PPI 4, CAL PDZ FP-1 -1, NSD2 inh -11, DSG3 Ab inh 100, Arrestin-AP2 inh 56*, CAL PDZ FP-2 -0.5 and C-LANA FP 7.3.
Screening O=C(CSc1ccc(-c2ccccc2)nn1)Nc1ccc2c(c1)OCCO2 returned RTF Ca sens inh 11, V-ATPase pH -2, DAGLB inhibitor -7, Keap1-Nrf2 PPI 1, CAL PDZ FP-1 -5, NSD2 inh 0, Arrestin-AP2 inh -1, CAL PDZ FP-2 -3.5 and C-LANA FP 1.0.
`CCN1CCN(C(=O)CN(c2ccc(F)cc2)S(=O)(=O)c2ccc(OC)c(OC)c2)CC1` gave RTF Ca sens inh -1, V-ATPase pH 1, DAGLB inhibitor -1, Keap1-Nrf2 PPI 5, CAL PDZ FP-1 -3, DSG3 Ab inh 102, Arrestin-AP2 inh -11, CAL PDZ FP-2 -2.6 and C-LANA FP -0.1.
For Cc1nc2cc(C(=O)N3CCc4ccccc43)ccc2n1-c1ccc(F)c(F)c1 the results were RTF Ca sens inh 0, V-ATPase pH -2, DAGLB inhibitor 1, Keap1-Nrf2 PPI 2, CAL PDZ FP-1 -8, NSD2 inh 2, DSG3 Ab inh 106, Arrestin-AP2 inh 4, CAL PDZ FP-2 -1.1 and C-LANA FP 3.1.
Screening COc1ccc(C(CNC(=O)c2cc(S(=O)(=O)NCc3ccco3)ccc2C)N(C)C)cc1 (configuration not stated) returned RTF Ca sens inh -7, V-ATPase pH 4, DAGLB inhibitor -1, Keap1-Nrf2 PPI -6, CAL PDZ FP-1 -2, NSD2 inh 1, Arrestin-AP2 inh 1, CAL PDZ FP-2 -2.9 and C-LANA FP -0.1.
`COc1ccc(C(=O)N/N=C2\CCS(=O)(=O)c3ccc(F)cc32)cc1OC` gave RTF Ca sens inh 1, V-ATPase pH 1, DAGLB inhibitor 0, Keap1-Nrf2 PPI -5, CAL PDZ FP-1 -3, NSD2 inh -3, DSG3 Ab inh 91, Arrestin-AP2 inh 0, CAL PDZ FP-2 -2.3 and C-LANA FP 0.4.
Screening CCC1Oc2ccc(C)cc2N(CC(=O)NCCN2CCCCCC2)C1=O (configuration not stated) returned RTF Ca sens inh 1, V-ATPase pH -2, DAGLB inhibitor -1, Keap1-Nrf2 PPI 2, CAL PDZ FP-1 -4, NSD2 inh 7, DSG3 Ab inh 98, Arrestin-AP2 inh -4, CAL PDZ FP-2 -3.0 and C-LANA FP 1.0.
COc1ccc(OC)c(NC(=O)CSc2nnc(C3CCCCC3)n2N)c1 was read as RTF Ca sens inh 1, V-ATPase pH 6, DAGLB inhibitor -1, Keap1-Nrf2 PPI -4, CAL PDZ FP-1 -2, NSD2 inh 2, DSG3 Ab inh 101, Arrestin-AP2 inh 22, CAL PDZ FP-2 -0.5 and C-LANA FP -0.7.

Reprinted from the part before: 2 entries, then new ones.
Screening CCC1Oc2ccc(C)cc2N(CC(=O)NCCN2CCCCCC2)C1=O (configuration not stated) returned RTF Ca sens inh 1, V-ATPase pH -2, DAGLB inhibitor -1, Keap1-Nrf2 PPI 2, CAL PDZ FP-1 -4, NSD2 inh 7, DSG3 Ab inh 98, Arrestin-AP2 inh -4, CAL PDZ FP-2 -3.0 and C-LANA FP 1.0.
COc1ccc(OC)c(NC(=O)CSc2nnc(C3CCCCC3)n2N)c1 was read as RTF Ca sens inh 1, V-ATPase pH 6, DAGLB inhibitor -1, Keap1-Nrf2 PPI -4, CAL PDZ FP-1 -2, NSD2 inh 2, DSG3 Ab inh 101, Arrestin-AP2 inh 22, CAL PDZ FP-2 -0.5 and C-LANA FP -0.7.
CC(C)CN(CC(C)C)c1nn[nH]n1 was read as RTF Ca sens inh 2, V-ATPase pH 1, DAGLB inhibitor -1, Keap1-Nrf2 PPI -7, CAL PDZ FP-1 3, NSD2 inh -2, DSG3 Ab inh 86*, Arrestin-AP2 inh 4, CAL PDZ FP-2 0.5 and C-LANA FP -2.7.
Screening COc1ccc(S(=O)(=O)N2CCCC2C(=O)Nc2nccs2)cc1 (configuration not stated) returned RTF Ca sens inh -5, V-ATPase pH 3, DAGLB inhibitor -2, Keap1-Nrf2 PPI 5, NSD2 inh -3, DSG3 Ab inh 104, Arrestin-AP2 inh 33, CAL PDZ FP-2 -1.9 and C-LANA FP 1.1.
For COc1cc(C(=O)OCC(=O)Nc2ccc(C(C)=O)cc2)ccc1OCC(=O)N1CCOCC1 the results were RTF Ca sens inh -10, V-ATPase pH -2, DAGLB inhibitor 2, Keap1-Nrf2 PPI 5, CAL PDZ FP-1 1, NSD2 inh -1, Arrestin-AP2 inh 1, CAL PDZ FP-2 -0.9 and C-LANA FP 0.8.
For O=S(=O)([N-]c1nc2ccccc2nc1-n1cc[n+](Cc2ccccc2)c1)c1ccccc1 the results were RTF Ca sens inh -6, V-ATPase pH 2, DAGLB inhibitor -1, Keap1-Nrf2 PPI -2, CAL PDZ FP-1 2, NSD2 inh 0, DSG3 Ab inh 93, Arrestin-AP2 inh 45, CAL PDZ FP-2 -0.9 and C-LANA FP 2.1.
Screening Cc1cc(NC(=O)C(C)C)ncc1NC(=O)c1ccco1 returned RTF Ca sens inh -2, V-ATPase pH 5, DAGLB inhibitor -1, Keap1-Nrf2 PPI 1, CAL PDZ FP-1 2, NSD2 inh 4, DSG3 Ab inh 97, Arrestin-AP2 inh 24, CAL PDZ FP-2 0.0 and C-LANA FP -0.1.
For CN1CCc2nc(SCc3ccc(C(C)(C)C)cc3)c(C#N)cc2C1 the results were RTF Ca sens inh -8, V-ATPase pH -1, DAGLB inhibitor -5, Keap1-Nrf2 PPI 3, CAL PDZ FP-1 -3, NSD2 inh 8, DSG3 Ab inh 92, Arrestin-AP2 inh -8, CAL PDZ FP-2 -3.0 and C-LANA FP 0.2.
Screening COc1cccc(CNC(=O)C(=O)NCCC2CCCCN2S(=O)(=O)c2cccs2)c1 (configuration not stated) returned RTF Ca sens inh -4, V-ATPase pH -4, DAGLB inhibitor 2, Keap1-Nrf2 PPI -3, CAL PDZ FP-1 -3, NSD2 inh 0, DSG3 Ab inh 98, Arrestin-AP2 inh -1, CAL PDZ FP-2 -2.5 and C-LANA FP -0.8.
For O=C(/C=C(\O)c1ccc(Cl)cc1)C(=O)NNC(=O)C(O)(c1ccccc1)c1ccccc1 the results were RTF Ca sens inh -2, V-ATPase pH 1, DAGLB inhibitor 20, Keap1-Nrf2 PPI 0, CAL PDZ FP-1 -3, DSG3 Ab inh 106, Arrestin-AP2 inh -9, CAL PDZ FP-2 -0.2 and C-LANA FP 1.4.
Screening CN1C(=O)c2cccc3c(S(=O)(=O)Nc4ccccc4F)ccc1c23 returned RTF Ca sens inh 1, V-ATPase pH -3, DAGLB inhibitor 1, Keap1-Nrf2 PPI 1, CAL PDZ FP-1 -4, NSD2 inh -1, Arrestin-AP2 inh 0, CAL PDZ FP-2 -3.6 and C-LANA FP -0.9.

A portion of the library; rates above refer to the full screens.
